Compound activity (PubChem)
SIAH1 antagonists: Siah-1 peptide-binding antagonists, primary screen, biochemical, fluorescence polarization, rhodamine-plectin, uHTS (AID 1817); E3 ubiquitin-protein ligase SIAH1 (Homo sapiens); Siah-1 / rhodamine-plectin peptide fluorescence polarization; higher % means a stronger effect; one-dose displacement, % at 20 µM; IC50 in µM for titrated hits; 290,000 compounds, 0.02% hits;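 active = displacement of at least 50% at 20 µM, with a fluorescence ratio check between 0.3 and a set limit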;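 also: plate controls were Siah plus tracer with DMSO for no effect and tracer alone without Siah for full effect; strong numbers were not always called active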
K1F lysis inhibition: inhibition of K1F phage lysis, E. coli UTI89, bacterial capsule biogenesis inhibitors, alamar blue (AID 488966); E. coli UTI89 K1F phage lysis, alamar blue, 2 h; higher % means a stronger effect; 340,000 compounds, 0.02% hits; one-dose inhibition, % at 100 µM; IC50 in µM for titrated hits;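 active = phage lysis inhibition, versus mean bacterial control, above a set limit; inconclusive = no clear call, values can overlap the other calls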;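 also: capsule biogenesis inhibitors block K1F phage lysis so surviving cells raise fluorescence; higher fluorescence means more inhibition of phage lysis; actives were called in the ten point dose series up to 300 µM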
NS5 inhibitors: Dengue-2 NS5 methyltransferase inhibitors, primary screen, biochemical, confirmation dose response (AID 588689). Genome polyprotein (Dengue virus type 2 (strain 16681-PDK53)). Dengue-2 NS5 methyltransferase capping enzyme assay, biochemical; higher % means a stronger effect. inhibition, % at 25 µM; hits with a dose series show IC50 in µM. 340,000 compounds, 0.3% hits; in the data active = a potency from the dose series; inconclusive = inhibition above about 29% without an active follow-up result
Large T inhibition: SV40 large T antigen inhibitors, biochemical (AID 1903) | 310,000 compounds, 0.39% hits | inhibition, % at 20 µM; hits with a dose series show IC50 in µM | SV40 large T antigen ATPase/helicase inhibition assay; higher % means a stronger effect; in the data active = a potency from the dose series; inconclusive = inhibition mostly from about 32% at the one dose, without a potency; inactive = the rest, 99 in 100 with inhibition below about 32%; also: strong numbers were not always called active
NTR1 ag: agonists of NTR1, primary screen, imaging, U2OS cells, beta-arrestin-GFP, high content (AID 493036) | Neurotensin receptor type 1 (Homo sapiens), P30989 | NTR1-U2OS beta-arrestin-GFP spot imaging, agonist mode | activation, % at 20 µM | 330,000 compounds, 0.17% hits;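 active = activation at or above 40% of the spot to cytoplasm intensity ratio, with at least 20 cells analyzed; inconclusive = wells under 20 cells, flagged as cytotoxic or low count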;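 also: 0% = DMSO without peptide and 100% = 100 nM NTR1 peptide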
Target sequence (P30989 whole entry, looked up): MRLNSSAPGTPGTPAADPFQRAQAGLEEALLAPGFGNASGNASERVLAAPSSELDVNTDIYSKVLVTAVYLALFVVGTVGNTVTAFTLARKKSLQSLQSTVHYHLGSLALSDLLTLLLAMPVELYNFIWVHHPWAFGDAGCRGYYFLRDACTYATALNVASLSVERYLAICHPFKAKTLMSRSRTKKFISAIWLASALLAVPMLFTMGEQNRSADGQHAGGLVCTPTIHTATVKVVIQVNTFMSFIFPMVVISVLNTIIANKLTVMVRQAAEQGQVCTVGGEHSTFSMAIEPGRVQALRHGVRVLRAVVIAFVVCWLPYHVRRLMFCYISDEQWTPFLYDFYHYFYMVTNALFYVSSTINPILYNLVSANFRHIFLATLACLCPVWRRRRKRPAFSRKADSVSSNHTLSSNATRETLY
AID2073: inhibitors of Mint1-CaV2.2 protein interaction, biochemical, HTRF (AID 2073); Voltage-dependent N-type calcium channel subunit alpha-1B (Homo sapiens); HTRF protein-protein interaction, Mint1-CaV2.2; higher % means a stronger effect; one-dose inhibition, % at 20 µM; IC50 in µM for titrated hits; 290,000 compounds, 0.19% hits; in the data active = inhibition mostly above about 51%, no sharp cut-off; inconclusive = no clear call, values can overlap the other calls; inactive = mostly below about 53%; also: some results filed as inactive read as strong as hits
Rac1 GTP hydrolysis: MgcRacGAP GTPase-activating activity inhibitors, confirmation, biochemical, ADP Hunter fluorescence; Rac GTPase-activating protein 1 (Homo sapiens); MgcRacGAP-stimulated Rac1 GTP hydrolysis, ADP Hunter fluorescence; higher % means a stronger effect; GST-tagged Rac1 F28L mutant substrate; inhibition, % at 30 µM; hits with a dose series show IC50 in µM; 340,000 compounds, 0.6% hits;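 active = first-screen hits whose inhibition reached a set limit at any dose in the follow-up dose series; inconclusive = inhibition above the set first-screen limit but never retested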;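 also: fluorescence reports GDP produced by GAP-driven GTP hydrolysis; strong numbers were not always called active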
RSV CPE inhibition: RSV antiviral activity via CPE protection, HEp-2 cells, primary 10 µM value included (AID 2391); 310,000 compounds, 0.13% hits; CPE inhibition, % at 10 µM, or IC50 in µM where a hit was titrated; HEp-2 cells, RSV-induced CPE inhibition; higher % means a stronger effect; in the data active = a potency from the dose series; inconclusive = CPE inhibition mostly from about 23% at the one dose, without a potency; inactive = the rest, 99 in 100 with CPE inhibition below about 21%; also: strong numbers were not always called active
West Nile virus CPE: West Nile virus antiviral activity, cell-based, CPE readout (AID 1621) | West Nile virus-infected cells, CPE inhibition; higher % means a stronger effect | 290,000 compounds, 0.02% hits | CPE inhibition, % at 10 µM, or IC50 in µM where a hit was titrated; in the data active = a potency from the dose series; inconclusive = CPE inhibition mostly from about 3.7% at the one dose, without a potency; inactive = the rest, 99 in 100 with CPE inhibition below about 2.2%; also: strong numbers were not always called active
NTR1 ag cell count 20 µM: second read-out of NTR1 ag, no call of its own (marks repeat the call); cell count; measured here: cell count, cytotoxicity flag
NS5 inhibitors pilot replicate: also measured in NS5 inhibitors; calls as there; inhibition, %; measured here: pilot screen replicate inhibition
An asterisk follows results filed as active; ? = inconclusive; · = no result given; [ ] = dose if it differs, or a comment.

SMILES	SIAH1 antagonists	K1F lysis inhibition	NS5 inhibitors	Large T inhibition	NTR1 ag	NTR1 ag cell count 20 µM	AID2073	Rac1 GTP hydrolysis	RSV CPE inhibition	West Nile virus CPE	others
CC1=C(C(=O)Nc2cccc(C(=O)N3CCN(c4cccc(C(F)(F)F)c4)CC3)c2)SCCO1	-2%	0.6%	-3%	0%	7.4	64	4%	11%	9.7%	1.8%
O=C(O)c1ccc(NC(=O)c2ccc(Cl)cc2)c(NC(=O)c2ccc(Cl)cc2)c1	2%	-0.4%	-5%	4%	0.9	71	-5%	3%	7.3%	-0.1%
COC(=O)c1ccccc1NC(=S)N1CCC(N2CCCCC2)CC1	-6%	0.5%	-8%	9%	0.3	60	-11%	8%	0.2%	-0.7%
CN(Cc1ccccc1)C(=O)c1ccccc1Br	0%	1.8%[50 µM]	-6%	6%	-0.2	46	15%	5%	1.2%	-0.4%
CN1CCN(c2ccc(NC(=O)c3cccc(OCc4ccccc4)c3)cc2)CC1	0%	0.0%	4%	-2%	1.4	41	2%	0%	4.6%	·
COc1cc(/C=N/Nc2ccc(C)cc2)cc(Br)c1O	0%	4.4%	1%	28%	0.7	58	1%	9%	-0.7%	0.2%
Cc1ccccc1C(=O)Nc1nc(-c2cccnc2)cs1	17%	0.0%	-5%	3%	1.6	48	49%	2%	0.1%	0.0%
COc1ccc2cc(Br)ccc2c1CC(=O)NC(C)(C)C	-1%	4.6%	2%	6%	-1.5	56	25%	7%	12%	-1.6%
Cc1ccc(-c2noc(C3CCCN(C(=O)c4ccc(Cl)cc4)C3)n2)o1 (stereo unspecified)	-3%	0.1%	-6%	7%	-0.8	42	10%	4%	4.5%	-1.5%
COc1ccc(C2Nc3ccccc3C(=O)N2NC(C)=O)cc1OC (stereo unspecified)	6%	0.5%	-5%	4%	0.6	44	17%	3%	3.5%	1.0%
OC(CN1CCOCC1)(c1ccccc1)c1ccccn1 (stereo unspecified)	4%	0.0%	-6%	2%	-1.4	86	1%	-5%	2.0%	0.4%
CCOC(=O)C1=C(C)NC(=NC)SC1c1ccccc1 (stereo unspecified)	9%	-0.8%	-5%	-1%	0.8	65	12%	6%	-1.1%	0.7%
Cc1ccccc1OC(C)C(=O)NCc1cccnc1 (stereo unspecified)	-6%	0.1%	-5%	23%	1.6	55	-2%	6%	4.4%	-0.2%
COc1ccc(CNC(=O)[C@H](Cc2c[nH]c3ccccc23)NC(C)=O)cc1OC	1%	-0.4%	-5%	-7%	-0.2	43	-4%	1%	1.0%	-0.1%
COc1ccc(NC(=O)CS(=O)c2ccc(F)cc2)cc1 (stereo unspecified)	2%	1.4%[50 µM]	-2%	11%	0.0	63	2%	8%	1.7%	-0.4%
COc1ccc(NC(=O)CSc2nc3ccccc3nc2N2CCCC2)cc1	0%	2.9%	-3%	5%	2.3	85	9%	8%	5.1%	-1.1%
O=C(NCc1ccc(Cl)cc1)N1CCOCC1	-4%	-0.1%	-20%	2%	-1.1	53	14%	4%	2.2%	-0.4%	NS5 inhibitors pilot replicate=-0.9
CCCNc1c(NC(=O)C2CCC(C)CC2)c(=O)oc2ccccc12 (stereo unspecified)	1%	0.2%	-5%	2%	0.7	54	9%	7%	1.5%	0.6%
Cn1cnnc1SCC(=O)NCc1ccccc1	2%	0.1%	-3%	3%	0.4	70	28%	3%	3.6%	0.2%
O=[N+]([O-])c1cc(/C=N/N/C(=N/c2ccccn2)c2ccccn2)ccc1O	-8%	-0.3%	1%	-18%	4.3	55	12%	0%	1.0%	1.8%
COCCCNC(=S)NCCNc1nc2cc(C)cc(C)c2cc1C#N	1%	0.6%	-9%	6%	0.3	39	22%	12%	6.8%	-1.1%
O=C(c1ccc(OC2CCN(CCc3ccccc3)CC2)cc1)N1CCCC(CO)C1 (stereo unspecified)	-1%	0.2%	-5%	10%	-0.2	64	3%	13%	-1.2%	-0.5%
Cc1ccc2[nH]c(=O)c3cc(C(=O)N(C)c4ccccc4C)sc3c2c1	12%	0.1%	-15%	3%	4.2	58	19%	-6%	-0.7%	-0.5%
NNC(=O)C(=O)NCCCN1CCOCC1	6%	0.0%	-6%	3%	0.2	24	3%	2%	1.0%	0.3%
CCOC(=O)N1CCC(NC(=O)CS(=O)Cc2nc(-c3ccc(OC)c(OC)c3)oc2C)CC1 (stereo unspecified)	-2%	0.1%	1%	5%	0.0	90	-2%	10%	1.8%	-0.1%	NS5 inhibitors pilot replicate=-7.9
COc1ccc(S(=O)(=O)N(C)c2ccc(C(=O)N3CCC(C(N)=O)CC3)cc2)cc1OC	3%	1.7%	11%	-8%	-0.6	94	2%	6%	0.8%	0.2%
c1ccc2oc(SCc3nc4ccccc4s3)nc2c1	5%	-0.2%	-4%	10%	0.9	58	-7%	13%	1.3%	0.1%
CC(Sc1nncs1)C(=O)Nc1ccc2c(c1)OCCO2 (stereo unspecified)	·	-0.1%[50 µM]	-9%	0%	0.3	68	·	-6%	3.4%	·
Cc1cccc(C(=O)Nc2ccc(C(=O)Nc3ccc(O)cc3)cc2)c1	-6%	-0.2%[50 µM]	-3%	9%	-0.1	46	44%	11%	1.4%	-0.5%
Cc1nc2ccc(S(=O)(=O)N(C)CC(=O)N3CCc4ccccc43)cc2s1	-2%	0.6%	-8%	8%	1.0	44	2%	11%	1.2%	-0.2%
O=C(Cn1cnc2c(nnn2-c2cccc(Cl)c2)c1=O)N1CCOCC1	-2%	1.4%	-3%	1%	0.2	73	-7%	-2%	1.1%	-0.1%
COc1ccc(C(=O)c2c[nH]c(C(=O)N=CN(C)C)c2)cc1	-2%	-0.6%	-3%	0%	0.4	46	11%	6%	2.8%	-0.3%
O=C(Nc1ccc(N2CCCC2=O)cc1)c1cncc(Br)c1	0%	0.0%	-4%	8%	-1.0	64	8%	7%	1.2%	-0.6%
O=C(CCCc1cccs1)Nc1ccc2c(c1)OCO2	-6%	0.3%	-17%	10%	0.5	28	-4%	5%	1.8%	-0.8%
COc1ccc(NC(=O)[C@H](COCc2ccccc2)NC(=O)OC(C)(C)C)cc1	-4%	0.7%	-7%	6%	-1.5	102	-1%	9%	0.6%	-0.5%
Cc1ccc(OCCN2C(=O)c3ccccc3C2=O)cc1	2%	-0.8%	-5%	4%	2.5	67	-5%	-5%	1.5%	0.1%

A draw from above in order of length of the SMILES, ascending.
SMILES	SIAH1 antagonists	K1F lysis inhibition	NS5 inhibitors	Large T inhibition	NTR1 ag	NTR1 ag cell count 20 µM	AID2073	Rac1 GTP hydrolysis	RSV CPE inhibition	West Nile virus CPE	others
CC(Sc1nncs1)C(=O)Nc1ccc2c(c1)OCCO2 (stereo unspecified)	·	-0.1%[50 µM]	-9%	0%	0.3	68	·	-6%	3.4%	·
COc1ccc(C(=O)c2c[nH]c(C(=O)N=CN(C)C)c2)cc1	-2%	-0.6%	-3%	0%	0.4	46	11%	6%	2.8%	-0.3%
COc1ccc(S(=O)(=O)N(C)c2ccc(C(=O)N3CCC(C(N)=O)CC3)cc2)cc1OC	3%	1.7%	11%	-8%	-0.6	94	2%	6%	0.8%	0.2%

The listing picks up with the 3 entries that preceded the break.
SMILES	SIAH1 antagonists	K1F lysis inhibition	NS5 inhibitors	Large T inhibition	NTR1 ag	NTR1 ag cell count 20 µM	AID2073	Rac1 GTP hydrolysis	RSV CPE inhibition	West Nile virus CPE	others
O=C(CCCc1cccs1)Nc1ccc2c(c1)OCO2	-6%	0.3%	-17%	10%	0.5	28	-4%	5%	1.8%	-0.8%
COc1ccc(NC(=O)[C@H](COCc2ccccc2)NC(=O)OC(C)(C)C)cc1	-4%	0.7%	-7%	6%	-1.5	102	-1%	9%	0.6%	-0.5%
Cc1ccc(OCCN2C(=O)c3ccccc3C2=O)cc1	2%	-0.8%	-5%	4%	2.5	67	-5%	-5%	1.5%	0.1%
CC1CCCN(C(=O)c2ccc(Br)c(S(=O)(=O)N3CCOCC3)c2)C1 (stereo unspecified)	·	0.2%[50 µM]	-4%	·	2.1	69	·	5%	1.1%	·
Clc1ccc(CN2CCN(/N=C/c3ccco3)CC2)cc1	13%	0.3%	-6%	2%	0.7	70	-2%	7%	-0.5%	-0.3%
O=C(Nc1ccccc1Oc1ccccc1)c1cccc([N+](=O)[O-])c1	-1%	0.4%	-1%	-10%	1.5	86	-3%	4%	?	-0.6%
Cc1ccc(CSCCC(=O)NCCc2ccc(Cl)cc2)cc1	6%	-0.8%	0%	13%	-2.0	62	2%	8%	0.8%	-0.2%
O=C(CNc1ccccc1)N/N=C/c1cc([N+](=O)[O-])ccc1N1CCCC1	-1%	2.6%	3%	16%	3.7	47	9%	14%	-1.2%	-0.1%
COc1cc(OC)cc(C(=O)Nc2ccc([N+](=O)[O-])cn2)c1	-3%	4.2%	-4%	-1%	-2.4	53	16%	6%	2.0%	0.7%
CCCN1C2CCCC1CC(NC(=O)c1ccc(C(C)(C)C)cc1)C2 (stereo unspecified)	-4%	0.1%	4%	12%	0.5	45	4%	9%	-1.2%	-0.5%	NS5 inhibitors pilot replicate=4.3
O=C(Cn1c(Cc2ccccc2)nc2ccccc21)NCc1ccc2c(c1)OCO2	6%	1.4%[50 µM]	1%	4%	5.2	73	10%	8%	4.8%	-0.5%
O=C(COc1ccc(Cl)cc1)NCCN1CCCCC1	-2%	1.6%	5%	5%	0.0	65	-5%	1%	-1.4%	-0.1%
C=CC[C@@H](Cc1ccc(F)cc1)C(=O)OC[C@@H]1CCCN1C(=O)[C@@H](CC=C)CC(=O)N[C@H](CO)Cc1ccccc1	·	1.0%	0%	·	9.2	47	·	8%	·	·
COC(=O)[C@@H](NC(=O)N1CCC(C)CC1)C(C)C	-2%	0.1%	-15%	9%	0.0	54	-8%	8%	1.3%	-0.1%
O=C(COC(=O)c1ccc(O)cc1)Nc1cccc(S(=O)(=O)NC2=NCCCCC2)c1	-1%	1.1%[50 µM]	-13%	16%	0.6	62	-10%	-1%	0.8%	0.4%
O=C(CSc1ccc([N+](=O)[O-])cn1)Nc1ccc(N2CCOCC2)cc1	-1%	-0.5%[50 µM]	6%	11%	1.6	59	-15%	10%	-0.6%	1.3%
Cc1ccc(OCC(=O)Nc2ccc(S(=O)(=O)Nc3ccccn3)cc2)c(C)c1	0%	1.9%	-5%	0%	0.8	50	12%	3%	1.0%	-0.2%
Cc1nn(CCc2n[nH]c(=S)n2C)c(C)c1Br	2%	?	-3%	10%	2.4	77	-15%	8%	·	-0.2%
